# Bioassay records from PubChem.
# WRN inhibitor = inhibitors of human WRN helicase. Q14191. WRN helicase unwinding, fluorescent forked duplex, kinetic. Potency, µM (doses to about 114 µM), for the others: at the top dose activity change, negative = inhibition, actives largely listed as inhibitors. 360,000 tested, 0.46% active. AID 651768; further: potency means the concentration at half of the fitted maximal effect; on the % scale 0 is the no-effect control and ±100 the full control effect; nearly all actives have a fitted effect of over 55% in size
#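 WRN at 20 nM final preincubated with compound 15 min at room temperature; reaction started with 100 nM fluorophore/quencher forked duplex oligonucleotide and 2 mM ATP final. Unwinding followed kinetically by red fluorescence (ex 525, em 598 nm).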
# PI5P4K alpha inh = blocks human PI5P4K alpha kinase activity | PI5P4Kalpha enzyme, ADP-Glo luminescence, 60 min; active compounds read low | max response, % | 330,000 tested, 1.2% active | AID 652105; active means max response of -50% or lower; inconclusive means between -30% and -50%; inactive means -30% or higher; further: value at the top dose of about 77 µM; on the % scale 0 is the no-effect control and ±100 the full control effect
# Target sequence (P48426 whole entry, looked up): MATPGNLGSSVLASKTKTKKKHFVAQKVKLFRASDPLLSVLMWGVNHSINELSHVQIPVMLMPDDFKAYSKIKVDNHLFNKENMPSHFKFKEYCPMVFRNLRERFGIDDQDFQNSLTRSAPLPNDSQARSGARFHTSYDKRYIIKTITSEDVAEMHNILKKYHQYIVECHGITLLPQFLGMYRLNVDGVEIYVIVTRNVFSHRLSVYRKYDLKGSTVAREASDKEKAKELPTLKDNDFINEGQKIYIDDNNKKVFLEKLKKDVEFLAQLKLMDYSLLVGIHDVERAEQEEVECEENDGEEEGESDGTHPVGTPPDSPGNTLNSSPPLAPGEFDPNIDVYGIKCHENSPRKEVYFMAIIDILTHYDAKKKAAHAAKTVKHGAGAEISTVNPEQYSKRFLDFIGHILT
#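 ADP-Glo luminescence end-point read after a 60 min room-temperature kinase reaction of PI5P4Kalpha plus substrate, initiated with ATP at 5 microM final. Buffer: 0.038 M HEPES pH 7.4, EGTA, 0.1% CHAPS, 5% DMSO.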
# FUS suppressor = rescues growth of FUS-expressing yeast. S. cerevisiae FUS-expressing, growth rescue, OD600, 24 h. Potency, µM (highest dose often 76.6 µM), without a hit: top-dose growth rescue (activation), actives largely listed as activators. 390,000 tested, 0.24% active;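 further: potency means the concentration at half of the fitted maximal effect; plate controls were DMSO vehicle for no effect and reference control for full effect; nearly all actives have a fitted effect of over 55% in size; some results filed as inactive show a strong effect at the top dose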
#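 Galactose (2%) drives FUS expression in yeast precultured in raffinose; seeding density OD 0.005. Test compounds incubated 24hr at 30C and 99% humidity before absorbance at 600 nm was measured.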
# Abeta rescue = restores growth of yeast expressing A-beta42 peptide; yeast expressing A-beta42, growth rescue, OD600, 48 h; response scale: 0% DMSO, 100% iron-clioquinol control; Potency, µM (doses to about 46.1 µM), for inactives: at the top dose growth rescue, actives largely listed as activators; 410,000 tested, 0.063% active; AID 1347071; further: potency means the concentration at half of the fitted maximal effect; nearly all actives have a fitted effect of over 55% in size
#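 Yeast growth medium received pinned compounds, then yeast cells expressing toxic A-beta were added; plates incubated at 30 C for 48 hr. Growth read as absorbance at 600 nm, normalized to DMSO and equimolar FeCl3 plus clioquinol controls.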
# EPAC1 agonist = agonists of human EPAC1; EPAC1 agonist qHTS, biochemical assay; response scale: 100% = response to 6.5 mM cAMP; Potency, µM (doses to about 154 µM), inactives show top-dose activation, hits mostly activators; AID 720707; 360,000 tested, 0.073% active; further: potency means the concentration at half of the fitted maximal effect; nearly all actives have a fitted effect of over 60% in size
#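 Read-out is the fluorescence drop as BODIPY-GDP leaves Rap1B (480 nm excitation, 540 nm emission), recorded every 5 minutes over 30 minutes. Reactions held 100 nM EPAC1, 250 nM Rap1B–BODIPY-GDP and 50 uM GDP, with 6.5 mM cAMP setting full activation.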
# IL-2 act = activates IL-2 in a cell-based reporter assay; IL-2 activation reporter assay, cell-based qHTS; stimulated with anti-CD3/CD4/CD28 beads; in transgenic mouse T cells; 360,000 tested, 0.065% active; AID 652025; activation, % (series mostly up to about 46 µM); in the data active means activation above about 50%; inconclusive means mostly about 30% to 49%; further: 0% is about no effect
#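 First, unstimulated transgenic mouse T cells were exposed to compound for 60 min. Next, anti-CD3/anti-CD4-coated beads with anti-CD28 were added. Finally, after 18 h at 37 degrees C, EGFP and DsRed were imaged.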
# EPAC1 antagonist = blocks human EPAC1 exchange factor | O95398 | EPAC1 GEF assay, Rap1b-BODIPY-GDP exchange fluorescence | Potency, µM (highest dose often 115 µM), without a hit: at the highest dose activity change, negative = inhibition, hits mostly inhibitors | 360,000 tested, 0.14% active | AID 720709;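 further: potency means the concentration at half of the fitted maximal effect; plate controls were vehicle for no effect and positive control for full effect; nearly all actives have a fitted effect of over 50% in size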
# PLK1 PBD inh = PLK1 (human) polo-box domain binding inhibition; P53350; AID 720504; Plk1 PBD binding of FITC phosphopeptide, fluorescence polarization; 360,000 tested, 2.8% active; Potency, µM, without a hit: max response, negative = inhibition, most hits filed as inhibitors; further: potency means the concentration at half of the fitted maximal effect; series mostly up to about 57 µM; on the % scale 0 is the no-effect control and ±100 the full control effect; nearly all actives have a fitted effect of over 65% in size
# Target sequence (P53350 whole entry, looked up, the tested form may be a part): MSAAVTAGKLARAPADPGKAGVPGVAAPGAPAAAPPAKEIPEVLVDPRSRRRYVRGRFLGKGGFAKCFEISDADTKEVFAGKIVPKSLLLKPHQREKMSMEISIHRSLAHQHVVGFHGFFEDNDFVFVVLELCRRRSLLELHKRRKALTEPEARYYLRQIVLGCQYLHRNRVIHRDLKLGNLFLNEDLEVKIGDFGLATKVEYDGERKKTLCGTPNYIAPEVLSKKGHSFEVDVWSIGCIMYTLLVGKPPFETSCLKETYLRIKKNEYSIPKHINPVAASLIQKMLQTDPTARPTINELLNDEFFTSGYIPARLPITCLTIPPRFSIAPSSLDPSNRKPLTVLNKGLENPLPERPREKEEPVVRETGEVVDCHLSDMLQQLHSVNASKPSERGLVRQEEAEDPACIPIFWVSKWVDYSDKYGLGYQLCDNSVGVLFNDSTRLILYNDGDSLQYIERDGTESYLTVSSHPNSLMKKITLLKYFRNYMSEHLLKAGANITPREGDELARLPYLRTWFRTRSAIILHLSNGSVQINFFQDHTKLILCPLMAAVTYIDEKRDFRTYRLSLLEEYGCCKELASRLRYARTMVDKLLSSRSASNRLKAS
# An asterisk follows results filed as active; ? = inconclusive; / = not tested or not shown; [ ] = dose if it differs, or a comment. Unless noted, the call rests on the fitted dose curve; in most records, active means well fitted curve in the direction sought with a large enough effect; inconclusive means small, poorly fitted or top-dose-only effect, or another doubt; inactive means no such curve, though single readings can be large; an effect the other way counts as inactive or inconclusive.
No.	Structure	Abeta rescue	WRN inhibitor	IL-2 act	EPAC1 agonist
1	COc1ccc(/C=C/C(=O)c2ccc3c(c2)OCCO3)cc1[N+](=O)[O-]	-9%	-25%	-4.5	1%
2	CC1(C)CC(=O)C2=C(C1)OC(/N=C/N1CCCC1)=C(C#N)C2c1ccccc1 (stereo unspecified)	-5%	-32%	0.0	-1%
3	Cc1cc(CNC[C@H]2O[C@@H](n3cnc(C(N)=O)n3)[C@H](O)[C@@H]2O)c(C)n1-c1cccnc1	-1%	-7%	0.0	7%
4	CC(=O)Oc1ccc(N2C(=O)C3C4C=CC(C5CC45)C3C2=O)cc1[N+](=O)[O-] (stereo unspecified)	24%	?	0.4	4%
5	CCOc1ccccc1NC(=O)COC(=O)CNS(=O)(=O)c1ccc(C)cc1	-1%	9%	-2.0	-4%
6	COC(=O)CSc1nnc(NC(=O)CCc2ccccc2)s1	0%	-7%	-0.5	-5%
7	CCN(CC)C(=O)C1=C(C)N(CCCN2CCCC2=O)C(=O)C(CC(=O)NCc2cccc3ccccc23)C1 (stereo unspecified)	0%	1%	-0.6	9%
8	COc1cccc(OCc2cc(C(=O)N(C)C3CC(C)(C)NC(C)(C)C3)no2)c1	8%	8%	4.7	-3%
9	CSC1=C(C#N)C(C)CC(=O)N1 (stereo unspecified)	2%	-12%	-0.5	12%
10	Cc1ccc(S(=O)(=O)NCC(=O)N/N=C/c2ccc(Cl)cc2)cc1	-6%	0%	-1.3	-4%
11	O=S(=O)(Nc1nccs1)c1ccc(Nc2nnc(-c3ccccc3)c3ccccc23)cc1	-10%	?	0.6	3%
12	CC1CCC(NC(=O)C2CCC(CNS(=O)(=O)c3ccccc3)CC2)CC1 (stereo unspecified)	8%	3%[57.1 µM]	-1.6	2%

No.	PLK1 PBD inh	PI5P4K alpha inh	FUS suppressor	EPAC1 antagonist
1	-16%	/	8%	-9%
2	-11%	-5	-9%	-13%
3	-13%	5	1%	13%
4	-12%	-22	4%	23%
5	-9%	-11	37%	-3%
6	-14%	1	-7%	-12%
7	-9%	8	13%	1%
8	-17%	-3	0%	?
9	-6%	-7	-18%	-10%
10	-8%	10	/	-2%
11	?	?	21%	?
12	0%	9	2%	-1%

# The list goes on; the last two above are carried over.
No.	Structure	Abeta rescue	WRN inhibitor	IL-2 act	EPAC1 agonist
11	O=S(=O)(Nc1nccs1)c1ccc(Nc2nnc(-c3ccccc3)c3ccccc23)cc1	-10%	?	0.6	3%
12	CC1CCC(NC(=O)C2CCC(CNS(=O)(=O)c3ccccc3)CC2)CC1 (stereo unspecified)	8%	3%[57.1 µM]	-1.6	2%
13	CC1CCCCN1C(=O)c1cnn2c(C(F)(F)F)cc(-c3ccco3)nc12 (stereo unspecified)	-11%	-32%	0.1	12%
14	O=C(N[C@@H](Cc1ccccc1)C(=O)NCc1ccc(F)cc1)C1CCNCC1	2%	2%	-0.4	-18%
15	Cc1c(C(=S)Nc2ccccc2)cnn1-c1ccc([N+](=O)[O-])cc1	-5%	-11%	0.6	1%
16	O=C(C[n+]1ccccc1)Nc1ccccc1	6%	3%	-0.6	5%
17	COC(=O)c1ccc(CN2[C@H](C(=O)OC)C[C@@]3(O)[C@@H](O)[C@@H](O)[C@@H](O)C[C@@H]23)cc1	-6%	-2%	-0.3	-14%
18	CC(C)NC(=O)[C@H](CSCc1ccccc1)N1Cc2ccccc2C1=O	10%	-3%	1.9	6%
19	C=CCn1c(SC2CCOC2=O)nc2scc(C3CC3)c2c1=O (stereo unspecified)	2%	-12%	-0.6	-4%
20	O=C(/C=C/c1cccc(Br)c1)NCc1ccncc1	-1%	-7%	0.8	-3%
21	O=S(=O)(c1cccs1)N1CCC(CO)(Cc2ccc(Cl)cc2)CC1	25%	-6%	-3.0	8%
22	CC(=O)Nc1c(Cl)cc2c(c1Cl)C(=O)c1ccccc1-2	11%	-17%	1.9	-9%
23	O=C(NCc1nnc(SCC(=O)N2CCC(Cc3ccccc3)CC2)o1)c1ccccc1F	7%	-1%	-4.7	8%
24	CCN(CC)S(=O)(=O)c1ccc2c(c1)nc(CCC(=O)OCC(=O)Nc1c(F)cccc1F)n2C	8%	0%	0.5	-5%

No.	PLK1 PBD inh	PI5P4K alpha inh	FUS suppressor	EPAC1 antagonist
11	?	?	21%	?
12	0%	9	2%	-1%
13	-9%	-7	8%	-20%
14	3%	3	-25%	-4%
15	3%	-2	/	-6%
16	-4%	0	-1%	-26%
17	-4%	2	-30%	-14%
18	-6%	0	-11%	-1%
19	-17%	-17	30%	-9%
20	5%	0	5%	-8%
21	0%	14	23%	1%
22	-3%	1	0%	-15%
23	-12%	-1	30%	-5%
24	-6%	-10	16%	8%

# The list goes on:
No.	Structure	Abeta rescue	WRN inhibitor	IL-2 act	EPAC1 agonist
25	CCCn1nnnc1SCC(=O)N1CCN(C(=O)c2ccco2)CC1	5%	4%	1.2	-3%
26	COc1cc(OC)cc(C(=O)NNC(=O)c2ccc(S(=O)(=O)N(C)c3ccccc3OC)cc2)c1	-7%	-4%	0.0	-2%
27	O=C(NCc1ccccn1)c1cccc([N+](=O)[O-])c1	-5%	-2%	2.4	0%
28	Cc1c(-n2c(=S)[nH]c3ccccc3c2=O)c(=O)n(-c2ccccc2)n1C	1%	-1%	1.1	-2%
29	O=C(NCC1CCCN(C(=O)NCc2ccccc2)C1)c1ccc2c(c1)OCO2 (stereo unspecified)	-11%	-6%	1.4	11%
30	Cc1nn(Cc2ccc(Cl)cc2)c(=O)n1N(C)c1ncc(C(F)(F)F)cc1Cl	22%	-5%	-3.8	-7%
31	COc1cc2c(cc1NC(=O)Nc1ccccc1)oc1ccccc12	-2%	-10%	0.3	22%
32	c1ccc2c(c1)OCC(c1csc3ncnc(N4CCCC4)c13)O2 (stereo unspecified)	-11%	-18%[57.1 µM]	-4.5	11%
33	Cc1cc(C(=O)NCCN2CCOCC2)c2ccccc2n1	-8%	3%	1.7	7%
34	N#Cc1c(NC(=O)CSc2nnc(-c3ccccc3O)n2-c2ccccc2)sc2c1CCCC2	1%	3%	4.4	10%
35	CCCCN(C(=O)CCCc1nc2ccccc2s1)c1c(N)n(CCCC)c(=O)[nH]c1=O	-7%	-2%	-0.3	16%
36	CC(C)(C)OC(=O)C[C@@H]1C/C=C\C[C@@H](CC(=O)N(CCO)Cc2ccccc2)C(=O)N[C@H](Cc2ccccc2)COC1=O	0%	0%	0.5	3%

No.	PLK1 PBD inh	PI5P4K alpha inh	FUS suppressor	EPAC1 antagonist
25	-5%	5	-20%	-14%
26	3%	0	25%	-20%
27	-7%	/	5%	-6%
28	-14%	2	43%	-10%
29	-15%	6	6%	?
30	2%	11	35%	-17%
31	-7%	-1	4%	-4%
32	1%	0	-22%	10%
33	-15%	-1	-13%	-9%
34	-12%	-10	-20%	-2%
35	-2%	2	17%	-3%
36	1%	-1	42%	-4%

# Values by screen from the entries so far.
# Nos. 33 to 36 in PI5P4K alpha inh, in turn: -1, -10, 2, -1
# Nos. 33 to 36 in EPAC1 antagonist, in turn: -9%, -2%, -3%, -4%

# Remaining list, next part
No.	Structure	Abeta rescue	WRN inhibitor	IL-2 act	EPAC1 agonist
37	Cc1ccc2c(c1)cc1c(=O)[nH]ncn12	-13%	-3%	-0.6	-5%
38	O=C(CC(=O)N/N=C\c1c(Cl)cccc1Cl)NCc1ccccc1	18%	-5%	1.3	1%
39	Cc1noc(C)c1COc1cccc(C(=O)NCCc2c[nH]c3ccccc23)c1	-8%	-8%	-0.8	0%
40	Cc1c(Cl)cccc1NC(=O)N1CCCN(c2nc(-c3ccccc3)ns2)CC1	?	-2%	-0.3	11%
41	Cc1ccc(Cn2cc(/C=N/NC(=O)Cc3nnc(NC(=O)c4ccc(C)cc4)s3)c3ccccc32)cc1	1%	8%	-4.7	0%
42	O=C(CSc1ncccn1)NCc1ccccc1	13%	-3%	4.0	1%
43	CN1C(=O)N(c2ccccc2)C(Nc2nncs2)C1(C)C (stereo unspecified)	9%[9.22 µM]	-14%	-3.9	3%
44	CC(NC(=O)C1CCCN(S(=O)(=O)c2cnc[nH]2)C1)c1ccccc1 (stereo unspecified)	2%	0%	-2.2	-1%
45	CSCC[C@H](NC(=O)C1CCCC1)c1nc2ccccc2[nH]1	-10%	-2%	1.2	-3%
46	COCCN(CCOC)c1nc(S(=O)(=O)c2ccc(C)cc2)c(Cl)s1	23%	-2%	-3.5	8%
47	O=C(/C=C/c1ccco1)N(Cc1ccccc1)C1CCS(=O)(=O)C1 (stereo unspecified)	-2%	-1%	-3.8	-8%
48	CSc1ccccc1NC(=O)COc1ccc(Cl)cc1Cl	3%	?	5.1	-15%
49	O=C(c1ccc(CN2CCc3ccccc3C2)cc1)N1CCCCC1	13%	2%	-0.8	-7%
50	CCC(C)(C)NC(=O)CN(CC1CCCO1)C(=O)CCC(=O)Nc1nccs1 (stereo unspecified)	21%	-10%	-0.6	-2%
51	O=Cc1cn(CCC(=O)O)nc1-c1cccc2ccccc12	12%	0%	-1.1	6%

No.	PLK1 PBD inh	PI5P4K alpha inh	FUS suppressor	EPAC1 antagonist
37	0%	0	/	14%
38	-1%	2	20%	-5%
39	11%	4	17%	-10%
40	3%	21	21%	-12%
41	-8%	?	-18%	1%
42	-2%	1	-7%	-1%
43	0%	6	-27%	10%
44	-7%	2	-16%	-1%
45	-16%	3	19%	0%
46	2%	0	28%	6%
47	-10%	-8	24%	10%
48	-10%	13	8%	-27%
49	-2%	-3	-4%	13%
50	-16%	4	7%	1%
51	-4%	10	4%	11%

# Of the compounds above, 4 contain an aryl methoxy group.
No.	Structure	Abeta rescue	WRN inhibitor	IL-2 act	EPAC1 agonist
1	COc1ccc(/C=C/C(=O)c2ccc3c(c2)OCCO3)cc1[N+](=O)[O-]	-9%	-25%	-4.5	1%
8	COc1cccc(OCc2cc(C(=O)N(C)C3CC(C)(C)NC(C)(C)C3)no2)c1	8%	8%	4.7	-3%
26	COc1cc(OC)cc(C(=O)NNC(=O)c2ccc(S(=O)(=O)N(C)c3ccccc3OC)cc2)c1	-7%	-4%	0.0	-2%
31	COc1cc2c(cc1NC(=O)Nc1ccccc1)oc1ccccc12	-2%	-10%	0.3	22%

No.	PLK1 PBD inh	PI5P4K alpha inh	FUS suppressor	EPAC1 antagonist
1	-16%	/	8%	-9%
8	-17%	-3	0%	?
26	3%	0	25%	-20%
31	-7%	-1	4%	-4%
